Screening results deposited in PubChem BioAssay by Broad Institute.
T_cruzi_HTS = inhibitors of intracellular Trypanosoma cruzi | intracellular Trypanosoma cruzi in host cells, plate reader | activity score (inhibition), % at 5.01 µM | hit rate 4.9% among 22,000 | AID 651903; in the data active = activity score above about 55%;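 note: parasites and compound incubated about four days before reading; 0% = median of neutral control wells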
INS-1E_ATP_HTS = preserves ATP levels in cytokine-treated INS-1E cells; protection from cytokine-induced ATP loss, % at 10 µM; INS-1E cytokine-induced death, ATP luminescence, 48 h; normalised: neutral wells 0, positive control 100; hit rate 0.1% among 20,000;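 active = mean replicate protection from cytokine-induced ATP loss at least 50% and at least 75% of replicates each reaching 50%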
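assay system = INS-1E rat insulinoma cells | amount = 8000 cells per well | medium = phenol-red-free RPMI with 5% fetal bovine serum | doses = one compound concentration, pin transfer | timing = 48 h cytokine plus compound treatment, 10 min reagent incubation | also added = IL-1β, TNF-α and IFN-γ cytokine mix | signal = CellTiter-Glo luminescence measuring cellular ATP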
* hit, by the source's call; / = not tested or not shown. Only part of the results is shown; rates above refer to the full screens.

SMILES T_cruzi_HTS INS-1E_ATP_HTS
C[C@@H]1CN([C@H](C)CO)C(=O)c2cccc(NC(=O)C3CCOCC3)c2O[C@@H]1CN(C)C(=O)Nc1ccc2c(c1)OCO2 -22 9
C[C@H](CO)N1C[C@H](C)[C@H](CN(C)Cc2ccc3c(c2)OCO3)Oc2ccc(NC(=O)c3ccncc3)cc2CC1=O 14 -13
C[C@H]1CN([C@@H](C)CO)C(=O)c2cccc(NC(=O)CCCCCC(=O)Nc3ccccc3N)c2O[C@@H]1CN(C)Cc1ccncc1 -4 12
C[C@@H]1CN([C@@H](C)CO)C(=O)c2cc(NC(=O)CCC(F)(F)F)ccc2O[C@@H]1CN(C)Cc1ccccc1 -12 6
C[C@H](CO)N1C[C@H](C)[C@H](CN(C)Cc2ccc(Oc3ccccc3)cc2)Oc2ccc(NC(=O)Nc3ccccc3)cc2C1=O -7 -7
C[C@H]1CN([C@@H](C)CO)C(=O)c2cc(NC(=O)c3ccncc3)ccc2O[C@@H]1CN(C)S(C)(=O)=O 6 12
CNC[C@H]1Oc2c(NC(=O)C3CC3)cccc2C(=O)N([C@@H](C)CO)C[C@@H]1C -27 8
COc1ccc(NC(=O)N(C)C[C@H]2Oc3ccc(NC(=O)Nc4ccc(F)cc4)cc3CC(=O)N([C@H](C)CO)C[C@H]2C)cc1 -7 7
C[C@@H]1CN([C@H](C)CO)C(=O)c2cccc(NS(C)(=O)=O)c2O[C@H]1CN(C)Cc1ccc(C(=O)O)cc1 -15 2
Cc1ncc(CO)c(/C=N/NC(=O)CCCCCCC(=O)Nc2ccccc2O)c1O -4 2
C[C@H]1CN([C@@H](C)CO)C(=O)c2cc(NC(=O)Cn3cnnn3)ccc2O[C@H]1CN(C)S(C)(=O)=O 0 /
C[C@@H]1CN([C@H](C)CO)C(=O)c2cc(NC(=O)C3CCCCC3)ccc2O[C@H]1CN(C)Cc1ccc2c(c1)OCO2 -27 -36
CC(C)NC(=O)Nc1ccc2c(c1)CC(=O)N([C@@H](C)CO)C[C@H](C)[C@@H](CN(C)C(=O)NC(C)C)O2 -26 17
C[C@@H]1CN([C@H](C)CO)C(=O)Cc2cc(NC(=O)Nc3ccc(C(F)(F)F)cc3)ccc2O[C@H]1CN(C)C(=O)NC1CCCCC1 -3 -9
CNC[C@H]1Oc2c(NC(=O)c3cc(C)nn3C)cccc2C(=O)N([C@@H](C)CO)C[C@H]1C -9 8

3 structures out of the list, sorted by SMILES length, rising:
SMILES T_cruzi_HTS INS-1E_ATP_HTS
Cc1ncc(CO)c(/C=N/NC(=O)CCCCCCC(=O)Nc2ccccc2O)c1O -4 2
C[C@H]1CN([C@@H](C)CO)C(=O)c2cc(NC(=O)c3ccncc3)ccc2O[C@@H]1CN(C)S(C)(=O)=O 6 12
C[C@@H]1CN([C@H](C)CO)C(=O)c2cc(NC(=O)C3CCCCC3)ccc2O[C@H]1CN(C)Cc1ccc2c(c1)OCO2 -27 -36

Returning to the listing; the 3 compounds before the break are reprinted first.
SMILES T_cruzi_HTS INS-1E_ATP_HTS
CC(C)NC(=O)Nc1ccc2c(c1)CC(=O)N([C@@H](C)CO)C[C@H](C)[C@@H](CN(C)C(=O)NC(C)C)O2 -26 17
C[C@@H]1CN([C@H](C)CO)C(=O)Cc2cc(NC(=O)Nc3ccc(C(F)(F)F)cc3)ccc2O[C@H]1CN(C)C(=O)NC1CCCCC1 -3 -9
CNC[C@H]1Oc2c(NC(=O)c3cc(C)nn3C)cccc2C(=O)N([C@@H](C)CO)C[C@H]1C -9 8
Cc1noc(C)c1NC(=O)Nc1cccc2c1O[C@H](CN(C)CC1CCCCC1)[C@@H](C)CN([C@H](C)CO)C2=O 12 -3
C[C@H](CO)N1C[C@H](C)[C@@H](CN(C)S(C)(=O)=O)Oc2c(NC(=O)c3ccncc3)cccc2C1=O -12 5
COc1ccc(CN(C)C[C@@H]2OCCCC[C@@H](C)Oc3ccc(NC(=O)NC4CCCCC4)cc3C(=O)N([C@H](C)CO)C[C@@H]2C)cc1 -2 -6
COc1ccc(S(=O)(=O)Nc2ccc3c(c2)C(=O)N([C@H](C)CO)C[C@H](C)[C@H](CN(C)S(=O)(=O)c2ccc(F)cc2)O3)cc1 11 -11
COc1ccc(S(=O)(=O)N(C)C[C@@H]2Oc3ccc(NS(=O)(=O)c4cccs4)cc3CC(=O)N([C@H](C)CO)C[C@H]2C)cc1 -16 3
C[C@@H]1CCCCO[C@@H](CN(C)Cc2ccc(C(=O)O)cc2)[C@@H](C)CN([C@H](C)CO)C(=O)c2cc(NS(C)(=O)=O)ccc2O1 -9 3
COc1ccc(S(=O)(=O)Nc2ccc3c(c2)CC(=O)N([C@@H](C)CO)C[C@@H](C)[C@@H](CN(C)C)O3)cc1 -30 1
C[C@@H]1CN([C@H](C)CO)C(=O)c2cc(NC(=O)Nc3ccc4c(c3)OCO4)ccc2O[C@H]1CN(C)Cc1ccc2c(c1)OCO2 -15 -1
CC(C)NC(=O)N(C)C[C@@H]1Oc2ccc(NC(=O)Nc3cccc4ccccc34)cc2CC(=O)N([C@H](C)CO)C[C@H]1C -7 6
C[C@H](CO)N1C[C@H](C)[C@H](CN(C)Cc2ccc(C(=O)O)cc2)Oc2ccc(NC(=O)Nc3ccc(C(F)(F)F)cc3)cc2C1=O 4 -2
CC(C)NC(=O)Nc1ccc2c(c1)CC(=O)N([C@H](C)CO)C[C@H](C)[C@H](CN(C)Cc1ccc(Oc3ccccc3)cc1)O2 46 -28
C[C@H](CO)N1C[C@H](C)[C@H](CN(C)Cc2cccc(C(=O)O)c2)OCc2cn(nn2)CCCC1=O -23 5
COc1ccc(S(=O)(=O)N(C)C[C@H]2Oc3ccc(NS(=O)(=O)c4ccc(C)cc4)cc3C(=O)N([C@@H](C)CO)C[C@@H]2C)cc1 24 -2
COc1ccc(S(=O)(=O)Nc2ccc3c(c2)CC(=O)N([C@@H](C)CO)C[C@@H](C)[C@@H](CN(C)C(=O)Nc2ccc(F)cc2)O3)cc1 -13 0
C[C@H]1CN([C@@H](C)CO)C(=O)c2cccc(NC(=O)c3cnccn3)c2O[C@@H]1CN(C)C(=O)NC1CCCCC1 11 7
Cc1cc(C(=O)Nc2cccc3c2O[C@H](CN(C)Cc2ccc4c(c2)OCO4)[C@@H](C)CN([C@H](C)CO)C3=O)n(C)n1 40 -1
C[C@H](CO)N1C[C@H](C)[C@H](CN(C)C(=O)Nc2ccc(F)cc2)Oc2c(NC(=O)Nc3ccccc3)cccc2C1=O -9 -9
C[C@H](CO)N1C[C@H](C)[C@@H](CN(C)C(=O)Nc2ccc(C(F)(F)F)cc2)Oc2c(NC(=O)NC3CCCCC3)cccc2C1=O -13 -2
COc1ccc(NC(=O)N(C)C[C@H]2Oc3c(NC(=O)C4CCOCC4)cccc3C(=O)N([C@@H](C)CO)C[C@@H]2C)cc1 -25 -1
C[C@@H]1CCCCO[C@@H](CN(C)Cc2ccc(Cl)c(Cl)c2)[C@@H](C)CN([C@H](C)CO)C(=O)c2cc(NC(=O)c3ccncc3)ccc2O1 43 -25
C[C@H](CO)N1C[C@H](C)[C@@H](CN(C)Cc2ccc(C(F)(F)F)cc2)Oc2c(NC(=O)Nc3ccc(F)cc3)cccc2C1=O 74* -36
C[C@H]1CN([C@@H](C)CO)C(=O)Cc2cc(NC(=O)Nc3ccc(C(F)(F)F)cc3)ccc2O[C@@H]1CN(C)S(=O)(=O)c1cccs1 13 2
C[C@@H]1CN([C@@H](C)CO)C(=O)c2cc(NS(=O)(=O)c3ccccc3)ccc2O[C@@H]1CN(C)Cc1ccc(C(=O)Nc2ccccc2N)cc1 35 25
COC(=O)CCCCCCC(=O)N/N=C/c1ccc(N2CCCC2)cc1 -11 8
COc1ccc(NC(=O)Nc2ccc3c(c2)CC(=O)N([C@H](C)CO)C[C@@H](C)[C@@H](CN(C)S(=O)(=O)c2ccc(Cl)cc2)O3)cc1 3 -1
C[C@H]1CN([C@@H](C)CO)C(=O)c2cc(NC(=O)Nc3ccc(C(F)(F)F)cc3)ccc2O[C@@H]1CN(C)Cc1ccc(Oc2ccccc2)cc1 -17 /
C[C@H](CO)N1C[C@H](C)[C@@H](CN(C)S(=O)(=O)c2ccccc2)Oc2ccc(NS(=O)(=O)c3ccc(Cl)cc3)cc2C1=O 14 -4
C[C@@H]1CN([C@H](C)CO)C(=O)CCCn2cc(nn2)CO[C@@H]1CN(C)C(=O)NC1CCCCC1 -24 /
COc1ccc(NC(=O)Nc2cccc3c2O[C@H](CN(C)CC2CCCCC2)[C@H](C)CN([C@@H](C)CO)C3=O)cc1 -17 -22
C[C@H]1CN([C@@H](C)CO)C(=O)Cc2cc(NS(=O)(=O)c3cn(C)cn3)ccc2O[C@@H]1CN(C)Cc1ccc2c(c1)OCO2 -8 9
C[C@@H]1CN([C@H](C)CO)C(=O)Cc2cc(NC(=O)NC3CCCCC3)ccc2O[C@@H]1CN(C)S(=O)(=O)c1ccc(F)cc1 12 1
CC(C)NC(=O)N(C)C[C@H]1OCCCC[C@@H](C)Oc2ccc(NC(=O)NC3CCCCC3)cc2C(=O)N([C@H](C)CO)C[C@@H]1C -1 -1
C[C@H](CO)N1C[C@H](C)[C@H](CN(C)C(=O)Nc2ccc3c(c2)OCO3)Oc2ncc(C#Cc3ccc(F)cc3)cc2C1=O -17 -3
C[C@@H]1CN([C@H](C)CO)C(=O)c2cccc(NC(=O)NC3CCCCC3)c2O[C@H]1CN(C)CC1CCCCC1 83* -57
Cc1ccc(S(=O)(=O)Nc2ccc3c(c2)C(=O)N([C@H](C)CO)C[C@@H](C)[C@H](CN(C)Cc2ccc(C(=O)O)cc2)O3)cc1 -25 5
C[C@H](CO)N1C[C@H](C)[C@@H](CN(C)S(=O)(=O)c2ccc(Cl)cc2)Oc2ccc(NC(=O)CCC(F)(F)F)cc2C1=O -24 8
C[C@@H]1CCCCO[C@@H](CN(C)Cc2ccccc2)[C@@H](C)CN([C@H](C)CO)C(=O)c2cc(NC(=O)Nc3ccc(C(F)(F)F)cc3)ccc2O1 71* -40
Cc1cccc(S(=O)(=O)N(C)C[C@@H]2OCc3cnnn3CCCC(=O)N([C@@H](C)CO)C[C@@H]2C)c1 6 /
C[C@@H]1CCCCO[C@@H](CN(C)C(=O)Nc2ccc(C(F)(F)F)cc2)[C@@H](C)CN([C@H](C)CO)C(=O)c2cc(NC(=O)c3ccccc3)ccc2O1 59* -10
CC1=C(C/C=N/NC(=O)c2ccccc2O)C(C)(C)CCC1 -24 1
Cc1ccc(S(=O)(=O)Nc2ccc3c(c2)CC(=O)N([C@@H](C)CO)C[C@@H](C)[C@@H](CN(C)Cc2ccncc2)O3)cc1 18 3
CNC[C@@H]1Oc2ncc(-c3ccc(F)cc3)cc2C(=O)N([C@H](C)CO)C[C@@H]1C -1 /
COc1ccc(S(=O)(=O)Nc2ccc3c(c2)CC(=O)N([C@@H](C)CO)C[C@H](C)[C@H](CN(C)S(=O)(=O)c2ccc(OC)cc2)O3)cc1 -13 2
C[C@H](CO)N1C[C@H](C)[C@H](CN(C)C(=O)Nc2ccc(C(F)(F)F)cc2)Oc2ccc(NS(=O)(=O)c3ccc(F)cc3)cc2CC1=O 1 -4
Cc1ccc(S(=O)(=O)N(C)C[C@@H]2Oc3ccc(NC(=O)C4CC4)cc3C(=O)N([C@@H](C)CO)C[C@H]2C)cc1 8 -2
CNC[C@H]1Oc2c(NS(=O)(=O)c3cccs3)cccc2C(=O)N([C@H](C)CO)C[C@@H]1C -17 10
COc1ccc(CN(C)C[C@@H]2Oc3ccc(NC(=O)Nc4ccccc4)cc3C(=O)N([C@@H](C)CO)C[C@@H]2C)cc1 -8 -22
C[C@@H]1CN([C@H](C)CO)C(=O)Cc2cc(NC(=O)CCN3CCOCC3)ccc2O[C@H]1CN(C)Cc1ccc(C(=O)Nc2ccccc2N)cc1 16 -10
C[C@@H]1CN([C@@H](C)CO)C(=O)c2cc(NC(=O)Nc3cccc4ccccc34)ccc2O[C@H]1CN(C)Cc1ccc(-c2ccccc2)cc1 -3 -10
Cc1noc(C)c1S(=O)(=O)Nc1ccc2c(c1)C(=O)N([C@H](C)CO)C[C@H](C)[C@@H](CN(C)C(=O)Nc1cccc3ccccc13)OCCCC[C@@H](C)O2 11 -1
C[C@H]1CN([C@@H](C)CO)C(=O)c2cc(NC(=O)Cn3cnnn3)ccc2O[C@H]1CN(C)S(=O)(=O)c1cccs1 -7 6
Cc1noc(C)c1NC(=O)Nc1ccc2c(c1)CC(=O)N([C@H](C)CO)C[C@@H](C)[C@H](CN(C)Cc1ccc(-c3ccccc3)cc1)O2 -17 -3
Cc1ccc(S(=O)(=O)N(C)C[C@@H]2OCc3cn(nn3)CCCC(=O)N([C@@H](C)CO)C[C@@H]2C)cc1 -28 /
C[C@@H]1CN([C@H](C)CO)C(=O)c2cc(NC(=O)Nc3ccc4c(c3)OCO4)ccc2O[C@@H]1CN(C)S(=O)(=O)c1ccc(F)cc1 11 1
C[C@@H]1CN([C@H](C)CO)C(=O)c2cc(NS(C)(=O)=O)ccc2O[C@@H]1CN(C)Cc1ccncc1 6 4
C[C@@H]1CN([C@H](C)CO)C(=O)c2cc(NS(=O)(=O)c3ccc(Cl)cc3)ccc2O[C@@H]1CN(C)Cc1ccc(C(=O)O)cc1 3 5
